Assay outcomes (PubChem)
Tb PFK block: qHTS Assay to Find Inhibitors of T. brucei phosphofructokinase; ATP-dependent 6-phosphofructokinase (Trypanosoma brucei brucei), O15648; T. brucei PFK, ADP-Glo luminescence; Potency, µM (series often up to 57.5 µM), for inactives: top-dose activity, negative = inhibition, hits mostly inhibitors; hit rate 0.17% among 330,000;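 note: potency is the fitted concentration of half-maximal effect; 0% = uninhibited 1x PFK enzyme wells and -100% = no-enzyme wells; nearly all actives have a fitted effect of over 60% in size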
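PFK 1.25 nM, F6P 0.5 mM, ATP 0.1 mM, 0.1 M TEA pH 8.0, 5 mM MgCl2, 0.01% Tween20, 0.1% BSA; 45 min RT. ADP-Glo readout. qHTS titration up to 57 uM; curves fitted, compounds curve-classed.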
TSG101-PTAP inh: qHTS Assay for Iinhibitors of HIV-1 Budding by Blocking the Interaction of PTAP/TSG101. Potency, µM (doses to about 115 µM), for the others: top-dose activity change, negative = inhibition, actives largely listed as inhibitors. Tumor susceptibility gene 101 protein (Homo sapiens), Q99816. Fluorescence polarization, FITC-PTAP peptide / Tsg101 binding. 340,000 tested, under 10 active; active = well fitted inhibition curve with a large enough effect in the main read-out, with a control signal flat, not every such curve was filed as active; inconclusive = small, poorly fitted or top-dose-only effect, or effect the other way, or a change in a side signal; inactive = no such curve, though single readings can be large or run the other way; note: potency is the fitted concentration of half-maximal effect; % of control where 0% means no effect
Target sequence (Q99816 whole entry, looked up): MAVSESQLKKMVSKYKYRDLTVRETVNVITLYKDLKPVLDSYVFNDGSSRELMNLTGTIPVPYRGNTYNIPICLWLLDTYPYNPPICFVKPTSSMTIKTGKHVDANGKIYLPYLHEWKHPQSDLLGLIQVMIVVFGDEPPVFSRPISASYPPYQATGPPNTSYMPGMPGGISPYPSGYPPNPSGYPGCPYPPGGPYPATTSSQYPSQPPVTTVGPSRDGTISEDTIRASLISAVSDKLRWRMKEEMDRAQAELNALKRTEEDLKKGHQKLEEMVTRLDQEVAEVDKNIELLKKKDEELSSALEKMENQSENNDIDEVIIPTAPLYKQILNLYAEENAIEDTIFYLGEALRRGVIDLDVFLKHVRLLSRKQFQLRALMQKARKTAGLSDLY
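Fluorescence polarization binding of Tsg101 binding domain (10 uM final) to FITC-labeled PTAP peptide (50 nM final) in HEPES pH 7.5 buffer with NaCl, Tween 20, EDTA, TCEP. Compounds added before peptide; binding 20 min at RT.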
uPA surface inh: qHTS for Inhibitors of Cell Surface uPA Generation. Potency, µM (highest dose often 38.3 µM), for the others: at the highest dose activity change, negative = inhibition, hits mostly inhibitors. cell surface uPA generation assay, qHTS. hit rate 0.31% among 330,000. AID 540303, 2011; active = well fitted inhibition curve with a large enough effect; inconclusive = small, poorly fitted or top-dose-only effect; inactive = no such curve, though single readings can be large or run the other way; tested in mouse RAW 264.7 cells; note: potency is the fitted concentration of half-maximal effect; % is set by controls: 0 for no effect and ±100 for the full control effect; nearly all actives have a fitted effect of over 55% in size
USP2a inh: qHTS Assay for Inhibitors of Ubiquitin-specific Protease USP2a Using CHOP2 as the Reporter; Ubiquitin carboxyl-terminal hydrolase 2 (Homo sapiens), O75604; USP2 core, Ub-CHOP2 coupled fluorogenic reporter, 485/531; Potency, µM (top dose mostly 38.3 µM), for inactives: at the highest dose activity change, negative = inhibition, actives largely listed as inhibitors; hit rate 0.01% among 330,000; AID 463254, 2010;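 note: potency is the fitted concentration of half-maximal effect; plate controls were DMSO wells for no effect and full inhibition by NEM control for full effect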
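Cell-free coupled assay: 10nM USP2 core preincubated 30min RT with compound in Tris-HCl pH 8.0/CaCl2/CHAPS buffer, then 25nM Ub-CHOP2 and 25nM reporter substrate; fluorescence (Ex 485/Em 531) read after 60min RT, normalized to NEM inhibition, concentration-response curves fitted.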
TSHR antag: Antagonists of the Thyroid Stimulating Hormone Receptor: HTS campaign; Thyrotropin receptor (Homo sapiens), P16473; TSHR-expressing cells, TSH-stimulated cAMP HTRF, 2 h; hits give low values; activity change, negative = inhibition, % at 11.5 µM; hit rate 0.2% among 330,000; AID 504810, 2011;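 active = activity change below a set negative limit, meaning inhibition stronger than a set level, cut at about -70% in these data; inconclusive = activity change between two set negative limits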; note: % is set by controls: 0 for no effect and ±100 for the full control effect
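Read-out is FRET at 665 nm (cryptate excitation 337 nm) from a cryptate-tagged anti-cAMP antibody, competed by cell cAMP against cAMP-d2. Compounds are tested on freshly harvested TSHR cells challenged with 4nM TSH (EC80) for 2 hours at 37 deg C.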
TCR act: Activators of T cell receptors: qHTS campaign | primary human leukocytes, anti-CD3, IL-2 HTRF, 48 h | Potency, µM (doses to about 9.22 µM), for the others: at the highest dose activation of IL-2 secretion, most hits filed as activators | 330,000 tested, under 10 active; note: % of control where 0% means no effect
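48 hr co-incubation of compounds, a-CD3 beads and primary human leukocytes; IL-2 quantified homogeneously by HTRF with anti-IL-2 K and d2 conjugates.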
ELG1 repair inh: qHTS screen for small molecules that inhibit ELG1-dependent DNA repair in human embryonic kidney (HEK293T) cells expressing luciferase-tagged ELG1; hit rate 2.3% among 330,000; HEK293T ELG1-luciferase reporter, luminescence, 16 h; DNA damage induced by 5-fluorouridine; Potency, µM (highest dose often 46.1 µM), without a hit: at the highest dose activity change, negative = inhibition, hits mostly inhibitors; AID 504467, 2011; note: potency is the fitted concentration of half-maximal effect; % is set by controls: 0 for no effect and ±100 for the full control effect; nearly all actives have a fitted effect of over 55% in size
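Overnight (16 hr) co-exposure of 2,000 cells/well to 5-fluorouridine and compound at 37 °C preceded detection. Luciferase was quantified via ONE-Glo luminescence; loss of signal denotes inhibition.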
Mito fusion yeast: qHTS Assay for Small Molecule Inhibitors of Mitochondrial Division or Activators of Mitochondrial Fusion; Potency, µM (doses to about 46.1 µM), without a hit: at the top dose growth rescue (activation), usual class: activators; S. cerevisiae fusion-defective mutant growth rescue, CellTiterGlo 48 h; hit rate 0.23% among 320,000;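 note: potency is the fitted concentration of half-maximal effect; % of control where 0% means no effect; nearly all actives have a fitted effect of over 45% in size; temperature-sensitive fusion mutants such as fzo1-1 at 37 °C on non-fermentable ethanol glycerol medium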
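Luminescent cell viability in 1536-well qHTS format served as the measure of rescued growth in ts fusion-mutant S. cerevisiae cultured on non-fermentable YPEG for 48 hours at 37C.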
Chronic BCR inh: qHTS Assay to Find Inhibitors of Chronic Active B-Cell Receptor Signaling. ABC-DLBCL IkBa-CBG/CBR reporter, luminescence ratio, 4 h. Potency, µM (doses to about 46.1 µM), for the others: at the highest dose ratio change, negative = lower green/red ratio, actives largely listed as inhibitors. hit rate 0.05% among 340,000; active = well fitted inhibition curve with a large enough effect in the signal ratio, with a control signal flat, not every such curve was filed as active; inconclusive = small, poorly fitted or top-dose-only effect, or effect the other way, or a change in a side signal; the % refers to the signal ratio;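 note: potency is the fitted concentration of half-maximal effect; plate controls were basal doxycycline-induced cells for no effect and cells given 10 µM MG132 for full effect; MG132 reads +100%, hits lower the ratio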
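Cell line TMD8 (human ABC DLBCL), stably expressing tet-inducible CBG68-IkBa fusion and CBR; IMDM/0.5% FBS; cpd up to 46 uM; dox induction, 4 h, 37C/5% CO2; dual luminescence; green/red ratio; MG132 control.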
Eya2 inh: qHTS Assay for Inhibitors of the Phosphatase Activity of Eya2; hit rate 0.006% among 330,000; Protein phosphatase EYA2 (Homo sapiens), O00167; Potency, µM (titrated, usually from 76.9 µM), without a hit: at the top dose activity, negative = inhibition, usual class: inhibitors; AID 488837, 2010; recombinant Eya2, OMFP fluorescence dephosphorylation (OMFP is methylfluorescein phosphate); note: potency is the fitted concentration of half-maximal effect; % is set by controls: 0 for no effect and ±100 for the full control effect
Target sequence (O00167 whole entry, looked up): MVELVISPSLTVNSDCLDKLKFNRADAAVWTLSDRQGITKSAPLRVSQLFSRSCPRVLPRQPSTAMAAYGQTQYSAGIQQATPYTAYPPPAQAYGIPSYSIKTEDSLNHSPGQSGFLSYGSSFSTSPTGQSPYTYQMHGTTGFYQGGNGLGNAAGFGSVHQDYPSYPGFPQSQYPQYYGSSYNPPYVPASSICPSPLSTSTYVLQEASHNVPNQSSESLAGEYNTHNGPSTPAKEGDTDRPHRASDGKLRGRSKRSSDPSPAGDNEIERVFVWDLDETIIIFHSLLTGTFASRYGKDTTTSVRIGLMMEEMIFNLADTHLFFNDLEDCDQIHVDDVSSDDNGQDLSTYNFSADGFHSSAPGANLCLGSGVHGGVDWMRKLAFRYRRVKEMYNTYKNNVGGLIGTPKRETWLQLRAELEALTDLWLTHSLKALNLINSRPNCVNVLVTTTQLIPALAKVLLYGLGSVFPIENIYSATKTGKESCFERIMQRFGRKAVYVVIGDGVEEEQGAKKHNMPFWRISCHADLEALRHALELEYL
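Eya2 protein (added as 0.2 uM solution) was preincubated with compound for 10 min at ambient temperature in 50 mM HEPES pH 7.5, 50 mM NaCl, 5 uM MgCl2, 0.05% BSA, 1 mM DTT. OMFP (added at 50 uM) then reacted 10 min; fluorescence read at 485/525 nm.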
B2AR arrestin: qHTS assay of beta-arrestin-biased ligands of beta2-adrenergic receptor. Beta-2 adrenergic receptor (Homo sapiens), P07550. AID 492947, 2010. Potency, µM (doses to about 46.1 µM), for inactives: top-dose activation, usual class: activators. hit rate 0.02% among 330,000. beta-arrestin recruitment to beta2AR, cell-based reporter;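 note: potency is the fitted concentration of half-maximal effect; 0% = DMSO controls and full agonism = EC100 isoproterenol or metaproterenol; nearly all actives have a fitted effect of over 65% in size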
Starred values were filed as active, the others as inactive; ? = inconclusive; / = not tested or not shown; [ ] = remark or other dose. Unless noted, calls come from the whole dose curve; as a rule, active = well fitted curve in the direction sought with a large enough effect; inconclusive = small, poorly fitted or top-dose-only effect, or another doubt; inactive = no such curve, though single readings can be large; an effect the other way counts as inactive or inconclusive.

SMILES	Tb PFK block	TSG101-PTAP inh	uPA surface inh	USP2a inh	TSHR antag	TCR act	ELG1 repair inh	Mito fusion yeast	Chronic BCR inh	Eya2 inh	B2AR arrestin
COc1ccc2[nH]c(=O)c(C(c3nnnn3C3CCCC3)N(C)C3CCCCC3)cc2c1 (configuration not stated)	1%	-6%	1%	4%	-8	5%	3%	4%	5%	3%	0.5%
COc1cc(C(=O)NCC(=O)N/N=C/c2c(C)[nH]c3ccccc23)cc(OC)c1OC	-7%	0%	1%	0%	-8	0%	?	4%	?	16%	0.0%
c1csc(CNCCN2CCOCC2)c1	1%	0%	/	4%	13	20%	10%	-1%	-1%	-5%	-0.2%
O=C1NCC(O)=C1C=NCCCO	-1%	-9%	1%	2%	-9	0%	10%	-2%	7%	3%	-0.2%
CC(C)n1c(/N=C/c2ccccc2O)nc2ccccc21	-2%	0%	-2%	2%	-1	-4%	-2%	-5%	-4%	-9%	0.2%
CCOc1ccc(NS(=O)(=O)c2ccc(C(=O)N3CCN(C(C)=O)CC3)cc2)cc1	6%	-3%	4%	0%	22	-2%	-14%	0%	1%	4%	-0.5%
CCOC(=O)c1cc(CC)sc1NC(=O)c1ccc(N2CCOCC2)c([N+](=O)[O-])c1	0%	-1%	/	0%	-1	-2%	3%	-5%	-1%	11%	0.2%
Cc1nnc(SCc2nc3ccccc3[nH]2)s1	3%	-2%	-5%	0%	1	2%	?	1%	-5%	-3%	-0.8%
O=C(CSc1nc2ccccc2c(=O)[nH]1)Nc1ccc(S(=O)(=O)N2CCCC2)cc1	0%	-3%	/	-8%	0	5%	-18%	1%	?	10%	0.5%
On1c(-c2ccc(Cl)cc2)nc2ccccc21	-10%	-4%	-4%	0%	12	-4%	28%	5%	?	11%	-0.3%
Cc1cc(C)cc(NS(=O)(=O)c2ccc(NC(=O)C3CCCCC3C(=O)O)cc2)c1 (configuration not stated)	0%	1%	10%	-2%	-5	-7%[46.1 µM]	2%	-3%	0%	1%	-0.5%
COc1ccccc1NC(=O)N1CCCC(C(=O)Nc2cccc(C)c2C)C1 (configuration not stated)	1%	1%	0%	1%	7	2%	1%	2%	1%	11%	-0.2%
O=c1[nH]c(Cc2ccccn2)nc2scc(-c3ccccc3Cl)c12	0%	3%	4%	-1%	-6	-5%	?	11%	0%	-16%	0.3%
COc1ccccc1C(CC(=O)c1ccccc1)CC(=O)c1ccccc1	0%	0%	6%	2%	-2	-3%	?	4%	-7%	-1%	-0.3%
COC(=O)CNc1cc(S(=O)(=O)N2CCCCC2)ccc1Oc1ccc(C(=O)OC)cc1	-6%	-7%	0%	-8%	-17	5%	?	0%	-7%	0%	0.0%
CC(C)N(Cc1ccccc1)C(=O)COC(=O)c1cnccn1	-4%	-2%	2%	-1%	4	-8%	12%	2%	2%	-14%	-0.2%
O=C(NCc1cccs1)C1CCN(S(=O)(=O)c2cccc3nsnc23)CC1	-2%	-11%	1%	0%	12	0%	-8%	2%	-19%	-1%	-3.9%
O=C(NC(=S)NCC1CCCO1)c1ccccc1 (configuration not stated)	2%	-4%	7%	3%	6	-4%[46.1 µM]	?	1%	?	4%	-0.6%
Cc1cc(-c2ccccc2)nn1-c1nc2c(c(=O)[nH]c(=O)n2C)n1C	20%	0%	-3%	-1%	-4	2%	3%	4%	?	7%	0.1%
O=[N+]([O-])c1cccc(-c2cc(C(F)(F)F)n3nc(-c4ccccc4)cc3n2)c1	-19%	-3%	15%	-2%	19	1%	2%	-1%	4%	-1%	-0.3%
Oc1c(C(c2ccc(Cl)cc2)N2CCCC2)cc(Cl)c2cccnc12 (configuration not stated)	-11%	-1%	?	-7%	6	1%	?	-1%	?	1%	-0.3%
O=S(=O)(NCc1ccco1)c1cccc(S(=O)(=O)N2CCCCC2)c1	2%	-1%	2%	-1%	-18	7%	-8%	14%	0%	-8%	-0.2%
O=C(CN1CCCCC1)N/N=C/c1cc2ccccc2nc1Cl	1%	-1%	4%	-1%	-2	5%	8%	-8%	12%	-3%	0.2%
COc1ccc(Nc2ccc(Nc3ccc(OC)cc3)nn2)cc1	-3%	-5%	-9%	-1%	4	9%[46.1 µM]	?	3%	0%	-6%	-0.4%
Cc1ccc(C(C2C(=O)CC(C)(C)CC2=O)C2C(=O)CC(C)(C)CC2=O)s1	-14%	-9%	-4%	2%	-6	-10%	?	-3%	?	5%	0.0%
CCCC1=[N+](CC(=O)c2ccc(C)cc2)CCn2cccc21	4%	1%	-4%	-1%	-4	-1%[46.1 µM]	13%	0%	-4%	-2%	-0.4%
O=c1[nH]c(CSc2ncn[nH]2)nc2ccccc12	-1%	-2%	2%	-1%	-5	2%	0%	-5%	?	-7%	-0.3%
CN(Cc1cn(C)nc1-c1ccc(Oc2ccccc2)cc1)CC1COCCO1 (configuration not stated)	-2%	0%	2%	-4%	31	4%	?	-3%	11%	-19%	0.4%
COc1ccc(NC(=O)CSc2cc(C(=O)c3nccn3C)c3ccccc3n2)cc1	1%	-1%	5%	-1%	12	7%	?	-3%	?	?	0.4%
Cc1ccc(-c2nc3ccccc3[nH]c2=O)cc1	-7%	-5%	4%	5%	4	2%	?	2%	?	?	0.0%
CC1CCC/C(=N/Nc2nc3ccccc3s2)C1 (configuration not stated)	-14%	-1%	-1%	-11%	43	0%	?	-5%	?	-11%	-0.2%
COc1cc(/C=c2\sc3nc(-c4ccncc4)nn3c2=O)ccc1OC(C)=O	0%	/	/	-6%	-3	/	17%	0%	6%	-1%	-0.2%
O=C(N/N=C/c1ccco1)c1cc2ccccc2o1	2%	-8%	?	-1%	16	9%	25%	-15%	?	2%	0.1%
Cc1ccc(C(=O)NN(CCC(=O)NC(C)(C)C)C2=NS(=O)(=O)c3ccccc32)cc1	0%	-1%	0%	4%	40	13%[46.1 µM]	12%	-5%	1%	-2%	-0.3%
COC(CSc1nc(N)c2c3c(sc2n1)CN(C)CC3)OC	-4%	0%	-12%	-3%	18	4%	?	19%	0%	-4%	0.5%
O=C(NC1CCCC1)C1CCN(C(=O)NCc2ccccc2)CC1	0%	-2%	-6%	4%	-5	-4%	7%	1%	-3%	0%	-0.2%
CC[C@@H](C)[C@H](NS(=O)(=O)c1ccc(C)cc1)C(=O)N1CCC(C(=O)NCC(=O)O)CC1	-1%	-2%	4%	0%	4	-2%	6%	5%	3%	0%	0.5%
O=C(COC(=O)CC1CC2CCC1C2)Nc1cccc(S(=O)(=O)NC2=NCCCCC2)c1 (configuration not stated)	4%	0%	0%	-1%	2	8%	-6%	-4%	-23%	8%	0.1%
CC(C)NC(=O)C(=O)c1cn(C)c2ccccc12	1%	-4%	4%	2%	-4	8%	19%	12%	?	16%	-0.8%
CCCNC(=O)/C=C/C(=O)O	1%	-2%	10%	9%	10	1%	-3%	-5%	0%	-3%	0.1%
O=C(O)C1CCN(S(=O)(=O)c2cccc3nsnc23)CC1	1%	-1%	-2%	0%	-5	3%	-1%	7%	2%	5%	-0.8%
CN(c1ccccc1)S(=O)(=O)c1cccc2ccccc12	-6%	-3%	-10%	2%	-14	11%	-23%	-8%	4%	-17%	-0.6%
O=C(CN1C(=O)NC2(CCCC2)C1=O)OCCOc1ccc(F)cc1	-4%	-1%	-3%	1%	-1	-3%	-2%	6%	0%	-34%	3.0%
O=C(COc1ccc([N+](=O)[O-])cc1)N/N=C/c1cc([N+](=O)[O-])ccc1N1CCOCC1	0%	0%	4%	0%	5	9%[46.1 µM]	18µM*	0%	-22%	-3%	0.0%
